# High-throughput results as filed in PubChem.
# mHTT CaM bind – disrupts binding of mutant huntingtin to calmodulin; P42858; AlphaScreen His-mHTT/GST-CaM binding, luminescence; inhibition, % at 15 µM; 190,000 compounds, 3.6% hits; AID 1671202;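 further: 0% = both proteins with DMSO and 100% = one protein alone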
# Target sequence (P42858 whole entry, looked up, stated change not applied): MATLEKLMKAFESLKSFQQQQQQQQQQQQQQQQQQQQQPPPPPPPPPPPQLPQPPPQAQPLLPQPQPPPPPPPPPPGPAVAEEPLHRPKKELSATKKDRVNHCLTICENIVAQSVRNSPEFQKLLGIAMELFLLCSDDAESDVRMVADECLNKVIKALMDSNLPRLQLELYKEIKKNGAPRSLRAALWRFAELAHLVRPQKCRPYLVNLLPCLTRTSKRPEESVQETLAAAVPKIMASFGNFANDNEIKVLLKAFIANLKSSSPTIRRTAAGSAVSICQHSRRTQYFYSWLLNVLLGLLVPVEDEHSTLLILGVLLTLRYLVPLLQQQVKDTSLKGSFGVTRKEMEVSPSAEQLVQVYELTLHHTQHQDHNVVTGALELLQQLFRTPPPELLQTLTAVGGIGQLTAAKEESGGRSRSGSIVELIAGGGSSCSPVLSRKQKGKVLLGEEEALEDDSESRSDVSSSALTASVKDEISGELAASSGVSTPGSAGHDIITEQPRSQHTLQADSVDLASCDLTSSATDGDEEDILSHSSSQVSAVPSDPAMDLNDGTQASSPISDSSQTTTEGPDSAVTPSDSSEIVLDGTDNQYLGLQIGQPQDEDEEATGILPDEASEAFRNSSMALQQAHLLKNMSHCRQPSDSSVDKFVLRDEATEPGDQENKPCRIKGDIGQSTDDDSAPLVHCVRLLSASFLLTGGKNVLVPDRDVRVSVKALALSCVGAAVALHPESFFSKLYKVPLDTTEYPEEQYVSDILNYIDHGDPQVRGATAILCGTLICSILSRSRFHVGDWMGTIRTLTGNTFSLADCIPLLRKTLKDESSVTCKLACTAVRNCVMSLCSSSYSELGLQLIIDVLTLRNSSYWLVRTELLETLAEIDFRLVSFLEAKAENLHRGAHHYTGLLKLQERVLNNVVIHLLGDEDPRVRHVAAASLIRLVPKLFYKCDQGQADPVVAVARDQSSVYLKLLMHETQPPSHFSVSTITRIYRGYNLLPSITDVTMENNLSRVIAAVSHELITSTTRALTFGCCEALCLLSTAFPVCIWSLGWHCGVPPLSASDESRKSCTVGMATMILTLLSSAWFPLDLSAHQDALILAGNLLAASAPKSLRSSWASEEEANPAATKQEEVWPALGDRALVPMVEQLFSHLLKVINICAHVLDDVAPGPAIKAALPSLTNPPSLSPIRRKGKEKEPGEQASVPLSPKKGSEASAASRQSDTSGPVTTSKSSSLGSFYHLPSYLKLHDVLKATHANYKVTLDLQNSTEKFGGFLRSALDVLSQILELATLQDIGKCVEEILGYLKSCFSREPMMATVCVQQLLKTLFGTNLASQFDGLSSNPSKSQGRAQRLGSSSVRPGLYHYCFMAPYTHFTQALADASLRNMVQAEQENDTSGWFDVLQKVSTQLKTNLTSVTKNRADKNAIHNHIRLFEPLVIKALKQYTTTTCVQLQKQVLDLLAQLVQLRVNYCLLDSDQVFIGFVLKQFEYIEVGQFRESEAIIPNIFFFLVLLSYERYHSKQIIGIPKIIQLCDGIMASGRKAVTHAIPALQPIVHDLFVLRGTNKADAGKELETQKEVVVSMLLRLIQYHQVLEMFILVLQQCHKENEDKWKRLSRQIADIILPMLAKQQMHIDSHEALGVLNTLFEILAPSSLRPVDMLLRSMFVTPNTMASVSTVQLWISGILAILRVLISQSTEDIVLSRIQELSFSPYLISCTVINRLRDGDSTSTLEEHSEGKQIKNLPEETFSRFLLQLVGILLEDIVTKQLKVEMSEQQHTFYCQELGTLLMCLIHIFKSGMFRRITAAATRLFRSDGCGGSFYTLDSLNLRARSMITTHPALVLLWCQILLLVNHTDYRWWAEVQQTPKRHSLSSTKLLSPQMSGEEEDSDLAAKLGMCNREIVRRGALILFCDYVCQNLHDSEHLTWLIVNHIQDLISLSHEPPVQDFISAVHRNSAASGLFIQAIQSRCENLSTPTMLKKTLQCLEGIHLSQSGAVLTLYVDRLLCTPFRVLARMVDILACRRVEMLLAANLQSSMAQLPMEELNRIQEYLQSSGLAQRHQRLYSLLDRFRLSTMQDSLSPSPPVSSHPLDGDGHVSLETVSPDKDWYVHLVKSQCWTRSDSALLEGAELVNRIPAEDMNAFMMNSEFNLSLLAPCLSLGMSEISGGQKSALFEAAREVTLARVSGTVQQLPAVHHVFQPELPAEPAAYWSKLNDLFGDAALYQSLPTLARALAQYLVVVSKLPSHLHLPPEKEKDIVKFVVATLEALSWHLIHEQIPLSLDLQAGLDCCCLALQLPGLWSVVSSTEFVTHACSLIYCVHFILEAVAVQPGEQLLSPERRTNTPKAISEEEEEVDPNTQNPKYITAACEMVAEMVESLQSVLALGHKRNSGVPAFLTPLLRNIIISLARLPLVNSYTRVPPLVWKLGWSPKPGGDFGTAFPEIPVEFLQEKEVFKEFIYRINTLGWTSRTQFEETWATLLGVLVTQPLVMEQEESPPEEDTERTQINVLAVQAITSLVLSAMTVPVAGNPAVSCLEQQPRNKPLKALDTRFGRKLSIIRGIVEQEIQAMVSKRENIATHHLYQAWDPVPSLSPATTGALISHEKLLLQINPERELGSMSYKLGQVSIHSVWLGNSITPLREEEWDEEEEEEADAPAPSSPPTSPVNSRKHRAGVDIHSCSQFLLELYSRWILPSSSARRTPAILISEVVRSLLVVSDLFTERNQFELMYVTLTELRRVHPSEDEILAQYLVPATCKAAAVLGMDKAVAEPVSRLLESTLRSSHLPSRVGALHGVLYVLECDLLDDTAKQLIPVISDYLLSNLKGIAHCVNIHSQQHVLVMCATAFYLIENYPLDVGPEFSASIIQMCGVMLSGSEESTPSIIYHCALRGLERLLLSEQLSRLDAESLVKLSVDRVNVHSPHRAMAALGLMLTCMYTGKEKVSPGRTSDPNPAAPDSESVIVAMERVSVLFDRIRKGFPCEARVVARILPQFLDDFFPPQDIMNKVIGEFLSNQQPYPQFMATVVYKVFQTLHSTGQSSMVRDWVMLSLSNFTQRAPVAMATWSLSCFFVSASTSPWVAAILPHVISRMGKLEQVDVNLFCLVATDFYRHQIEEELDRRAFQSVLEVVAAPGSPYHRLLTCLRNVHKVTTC
# Pf apPOL inh – Pf-apPOL DNA polymerase inhibition | Recombinant Pf-apPOL, molecular beacon fluorescence, 1.5 h | inhibition, % at 10 µM | 210,000 compounds, 0.25% hits | AID 1794808
# * hit, by the source's call; nt = no result given; & = joins results of further samples. No stated cut-off is given here; in the data, active means inhibition above about 50%; inactive means the rest.
SMILES,mHTT CaM bind,Pf apPOL inh
CCCCC(CC)CNC(CC(=O)Nc1ccc(OC)cc1OC)C(=O)O (configuration not stated),10,-4
Cc1ccc(NC(=O)NCCC2CCN(C(=O)NC3CCCCC3)CC2)c(C)c1,-11,-3
CSCCC(C)(O)CNC(=O)C(=O)NC1CCCC1 (configuration not stated),-1,-1
CCOc1sc2nc(C)n(CC(=O)Nc3ccc(Br)cc3)c(=O)c2c1C,21,-4
COc1cccc(CNc2ccccc2)c1,4,-2
Cc1cc(C2CCCN2C(=O)c2c(C)noc2C)on1 (configuration not stated),-5,4
CC(=O)c1ccc(NC(=O)CSc2nnc3c4ccccc4n(Cc4ccccc4)c3n2)cc1,9,-5
COc1ccc(-c2nc(Cn3ccnc3)no2)cc1,-3,-4
O=c1[nH]c(=O)c2nc(Br)n(C3OC(CO)C(O)C3O)c2[nH]1 (configuration not stated),0,-6
Cc1cc(Cl)ccc1NC(=O)CC1COc2ccccc2NC1=O (configuration not stated),-8,1
O=C(NC1CCS(=O)(=O)C1)C(=O)NC1CCS(=O)(=O)C1 (configuration not stated),-7,nt
Fc1ccc(C2=Nn3c(COc4ccc(Cl)cc4)nnc3SC2)cc1,-4,-6
Cc1cc(C)c(NC(=O)CSc2nncn2C)c(C)c1,-2,0
N=c1c(C(=O)NCc2ccco2)cc2c(=O)n3ccccc3nc2n1CCCN1CCOCC1,4,-7
Cc1cccc(-n2nc3c(c2NC(=O)C2CC2)CS(=O)(=O)C3)c1C,8,-6
COc1cc(C=C2Oc3cc(OC(C)C(=O)O)ccc3C2=O)cc(OC)c1OC (configuration not stated),8,-15
CSc1nnc2c(n1)OC(c1ccccc1F)Nc1ccccc1-2 (configuration not stated),-6,0
Cc1nc(C(F)(F)F)ccc1NC(=O)NCCNc1nccc(C(F)(F)F)n1,nt,-18
Clc1ccc(-c2csc(Nc3ccc(Oc4ccccc4)cc3)n2)cc1,52*,1
Cn1nc(-c2nc(C3CC3)no2)c2c1CCN(C(=O)NCc1ccccc1)C2,7,-1

# For reference, some entries already given:
SMILES,mHTT CaM bind,Pf apPOL inh
Cc1nc(C(F)(F)F)ccc1NC(=O)NCCNc1nccc(C(F)(F)F)n1,nt,-18
Clc1ccc(-c2csc(Nc3ccc(Oc4ccccc4)cc3)n2)cc1,52*,1
Cn1nc(-c2nc(C3CC3)no2)c2c1CCN(C(=O)NCc1ccccc1)C2,7,-1

# 4 records picked at random from the list so far:
SMILES,mHTT CaM bind,Pf apPOL inh
O=c1[nH]c(=O)c2nc(Br)n(C3OC(CO)C(O)C3O)c2[nH]1 (configuration not stated),0,-6
Cc1ccc(NC(=O)NCCC2CCN(C(=O)NC3CCCCC3)CC2)c(C)c1,-11,-3
Cc1cccc(-n2nc3c(c2NC(=O)C2CC2)CS(=O)(=O)C3)c1C,8,-6
Cc1cc(C)c(NC(=O)CSc2nncn2C)c(C)c1,-2,0

# (continued)
SMILES,mHTT CaM bind,Pf apPOL inh
CC(=O)c1c(Cl)nc2cccc3c2c1-c1ccccc1C3=O,4,-1
CC(C)C(=O)Nc1ccn(C2CC(O)C(CO)O2)c(=O)n1 (configuration not stated),0,nt
O=C(O)CCSCC(=O)c1ccc(NS(=O)(=O)c2ccccc2)cc1,-4,-4
COCCNC(=O)c1cc(Sc2cccc(Cl)c2)nc2ccccc12,16,-16
CCOc1ccc(NC(=O)c2cnn3c2NC(c2ccc(C)cc2)CC3C(F)(F)F)cc1 (configuration not stated),17,4
O=C(NCc1ccncc1)c1ccc(-c2cccc(C(F)(F)F)c2)s1,8,-2
CCCCCC[C@@H]([C@@H](C)O)n1cnc2c(N)ncnc21,nt,5
O=[N+]([O-])c1cccc(S(=O)(=O)Nc2ccc(Cl)c(Cl)c2)c1,6,-4
OC(CNC1CCCC1)COc1ccc(-c2ccccc2)cc1 (configuration not stated),4,-5
COc1ccc(CNC2CCN(c3ccc(C(=O)Nc4cccc(F)c4)cn3)C2)c(O)c1 (configuration not stated),24,-7
O[C@H]1CN(CC2CCCCC2)[C@@H](c2ccc(Cl)cc2)C[C@@H]1n1cc(-c2ccc(F)cc2)nn1,16,2
COCC(=O)Nc1ccc(OC)c(Cl)c1,-3,4
Fc1cccc(NCc2ccoc2)c1,2,-2
CCNC(=O)c1nc(C(=O)NCCc2ccc(Cl)cc2)cs1,-9,-26
COc1ccc(CCNC(=O)c2ccccc2Br)cc1,-5,-5
O=C(CNc1ccccc1-c1nc2ccccc2[nH]c1=O)NCCc1ccccc1,-4,2
CCN(CC)S(=O)(=O)c1cc(S(=O)(=O)N(CC)CC)c(C)cc1C,-5,-12
COC(CNC(=O)c1c[nH]c2ccc(S(=O)(=O)N3CCOCC3)cc2c1=O)OC,3,7
O=C(NCc1ccco1)Nc1ccc2nsnc2c1,5,13
COc1cc(/C=C(\C#N)[N+](=O)[O-])ccc1O,30,0
CCCN1C(=O)COc2ccc(-c3noc(C=Cc4ccccc4)n3)cc21,0,-1
CC(C)NC(=O)c1nnn(-c2ccccc2Cl)c1-c1ccncc1,-5,0
Cn1cc(S(=O)(=O)CC(=O)N2CCOCC2)c2ccccc21,-5,-2
CCOc1ccccc1NC(=O)c1ccc(-c2ncccc2NC(C)=O)cc1,7,17
CC(C)NC(=O)N1CC=C(C(=O)NC2CCCC2)CC1,18,0
Nc1ccc(-c2cc(N)n(-c3ccccc3)n2)cc1,24,17
Cc1oc2ccc(O)cc2c1C(=O)N(C)C,1,-1
COc1ccc(C2=N/C(=C\c3ccccc3)C(=O)O2)cc1OC,-2,2
O=[N+]([O-])c1ccc2c(c1)NC(c1ccc([N+](=O)[O-])s1)N2 (configuration not stated),nt,3
CCON1C(=O)c2ccccc2C1=O,nt,-6&-7
COc1cccc2cc(-c3cc(=O)oc4cc(OC(C)=O)ccc34)c(=O)oc12,3,-8
Cn1c(=O)c2c(nc(N3CCCCC3)n2CCNC2=NCCC2)n(C)c1=O,-3,-2
O=C(NCCSC1CCCCC1)c1ccc(CN2CCOCC2)cc1,2,-2
O=C(CSc1ccccc1)N1CCc2nc3cc(-c4ccccc4)[nH]n3c(=O)c2C1,-2,1
N#C/C(=C/c1ccncc1)C(N)=S,13,nt
COc1ccc(NC(=O)Nc2ccc(F)cc2)cc1,-2,-4
Nc1ncc2c(n1)CC(c1ccccc1)CC2=O (configuration not stated),4,-1
COc1ccc(OCc2cn(CC(=O)c3ccc(O)cc3)nn2)cc1,6,8
CCc1ccc(CN2CCC(N3CCN(c4ccccc4OC)CC3)CC2)cc1,6,1
Cc1cccc(C(=O)Nc2ccc(S(=O)(=O)Nc3nc(C)cc(C)n3)cc2)c1,8,5

# A few values from the entries so far:
# Pf apPOL inh, CCCN1C(=O)COc2ccc(-c3noc(C=Cc4ccccc4)n3)cc21 → -1
# mHTT CaM bind, Nc1ncc2c(n1)CC(c1ccccc1)CC2=O (configuration not stated) → 4
# mHTT CaM bind, CC(C)NC(=O)c1nnn(-c2ccccc2Cl)c1-c1ccncc1 → -5
# Pf apPOL inh, O=C(CSc1ccccc1)N1CCc2nc3cc(-c4ccccc4)[nH]n3c(=O)c2C1 → 1
# mHTT CaM bind, N#C/C(=C/c1ccncc1)C(N)=S → 13

# Continuation.
SMILES,mHTT CaM bind,Pf apPOL inh
O=C(NCC(O)C1CCCCC1)c1ccccc1Br (configuration not stated),-2,-6
Cc1[nH]c2ccccc2c1C(=O)CN1CCCC1,59*,0
CCOc1ccccc1N(CC(=O)Nc1ccc(OCc2ccccc2)cc1)S(C)(=O)=O,26,-4
CCC(C)c1ccc(NC(=O)c2cccc(OC)c2)cc1 (configuration not stated),-13,3
Cc1ncc2c(=O)n(Cc3ccc(F)cc3)c(=O)n(C)c2n1,-4,-18
O=C(NCCN1CCCCCC1)C1(S(=O)(=O)c2ccc(Cl)cc2)CC1,-1,-3
COc1cccc(N=c2oc3c(C)ncc(CO)c3cc2C(=O)Nc2ccc(C)cc2)c1,6,17
Cc1ccc2sc(-c3ccc(NC(=O)c4ccco4)cc3)nc2c1,10,-1
Cn1c(SCC(=O)c2ccccc2)nc2c(c1=O)C1(CCCC1)Cc1ccccc1-2,-8,-4
Cc1cccc(Cl)c1NC(=S)NCCc1ccccn1,nt,3
CSc1ccc(-c2noc(-c3ncn4c3COC(c3ccccc3Cl)C4)n2)cc1 (configuration not stated),24,-4
CCOC(CCNC(=O)c1cc(-c2cccs2)nc2ccccc12)OCC,1,-7
Cc1c(-c2ccccc2)sc(N)c1C#N,22,1&-1
Fc1ccccc1N1CCN(C/C=C/c2ccccc2)CC1,4,3
Cc1ccc(NC(=O)Nc2ccc3c(c2)N(S(C)(=O)=O)CC3)c(C)c1,-5,0
CCOC(=O)N1CCN(CCC(=O)Nc2cc(OC)cc(OC)c2)CC1,4,-3
Cn1c(=O)c2cc(C(=O)N3CCN(c4ccccc4F)CC3)sc2n(C)c1=O,-11,-8
c1ccc(CN2CCN(Cc3ccccc3)C2c2cccnc2)cc1,6,-7
COc1cccc(Cc2nnc(-c3ccc(-c4cccs4)s3)o2)c1,nt,3
COCCn1c(=O)[nH]c2cc(C(=O)NCc3ccc4c(c3)OCO4)ccc2c1=O,-5,-19
Cc1onc(-c2c(Cl)cccc2Cl)c1C(=O)N1CCN(Cc2ccc3c(c2)OCO3)CC1,21,-9
O=c1[nH]c2ccc(N=Cc3cc(Br)c(O)c(Br)c3)cc2[nH]1,15,6
Cc1ccc(-c2csc(NC(=O)c3ccc([N+](=O)[O-])cc3Cl)n2)cc1,14,-2
Cc1cc(C)c2ccc(NC(=O)c3ccc(C(F)(F)F)cc3)nc2n1,nt,-7
Cc1ccc(C2=NN(CCC(=O)NCCCN(C)c3ccccc3)C(=O)CC2)cc1,43,-30
O=C(Nc1ccccc1F)N1CCC2(CC1)Nc1cc(F)ccc1-n1cccc12,33,5
Cc1ccc(C(=O)N2CCCC2c2ccc(F)cc2)cc1 (configuration not stated),-11,0
O=C(O)c1cnc(NCc2ccccc2)s1,nt,-18
C=CCn1c(=O)c2ccccc2n2nnc(C(=O)OCC)c12,nt,-8
O=C1CSC(c2ccc(Br)cc2)N1c1cccc(F)c1 (configuration not stated),-9,-4
O=C(O)C1CCCCC1C(=O)NC1CCCC1 (configuration not stated),5,5
COc1ccc(CN2CCc3nc(Nc4ccccc4)ncc3C2)cc1OC,-3,-3
CCc1cccc(NS(=O)(=O)c2ccc(OC)cc2)c1,-10,-1
CCOc1ccccc1/C=C1/N=C(C2CCCCC2)OC1=O,-7,-5
O=C(CSCc1ccccc1)Nc1nnc(CSc2ccccc2)o1,-1,-30
COc1cc(C(=O)NCC(c2cccc3ccccc23)N2CCCC2)c([N+](=O)[O-])cc1OC (configuration not stated),41,-1
CCOc1ccc(-c2nnc(Nc3ccc(C(=O)N(C)C)cc3)c3ccccc23)cc1,7,-6
COC(=O)CCC(=NNS(=O)(=O)c1ccc(C)cc1)c1ccn(S(=O)(=O)c2ccccc2)c1,nt,20
COCCC(=O)NCc1c(C)noc1C,-4,-1
CC(C)CC(=O)Nc1cnc(-c2ccccc2)nc1,3,-4
CCN1CCN(CC(=O)N2N=C(c3ccccc3Cl)CC2c2cccn2C)CC1 (configuration not stated),82*,-3
Nn1c(=S)[nH]nc(CCC(=O)O)c1=O,-1,nt
COc1ccccc1NC(=O)c1ccc(S(=O)(=O)c2ccccc2)cc1,-12,2
CC(C)n1c(C2CCN(C(=O)C(C)(C)C)C2)nc2ccncc21 (configuration not stated),1,-8
COc1cccc(CC(=O)N2CCCC3(C2)NC(=O)N(Cc2ccc(Cl)cc2)C3=O)c1 (configuration not stated),2,-5
NCc1ccc(-c2cccs2)cc1,nt,10
O=C(COc1ccc(Cl)cc1)Nc1c2c(nn1-c1ccc([N+](=O)[O-])cc1)CSC2,3,-8
CCCC(=O)N1CCN(Cc2noc(-c3ccc4ccccc4c3)n2)CC1,26,-3
CCOCCn1c(-c2ccccc2)nc2ccccc21,-4,-1
COc1ccc(C(=O)Nc2c3c(nn2-c2ccccc2C)CS(=O)C3)c(OC)c1 (configuration not stated),4,-58
Cc1ccc(S(=O)(=O)N=C(N)Nc2nc(C)c3ccccc3n2)cc1,32,2
Clc1ccc(-c2csc(N3CCOCC3)n2)c(Cl)c1,-4,-5
CCOC(=O)C1=C(C)NC2=C(C(=O)CC(C)(C)C2)C1c1ccc([N+](=O)[O-])cc1 (configuration not stated),16,2
Cc1cc(C)cc(C(=O)N2CCCC(C(=O)NCCCc3ccccc3)C2)c1 (configuration not stated),11,3
COc1ccc2[nH]c(-c3ccc(-c4ccccc4F)cc3)c(C)c2c1,nt,-2
COc1cccc(CC(=O)N2CCCC2c2ccccc2Cl)c1 (configuration not stated),0,0
CCC1CN(C(=O)NCCC(C)C)c2cc(Cl)ccc2O1 (configuration not stated),-21,1
O=C(CC1SC(=Nc2ccc(O)cc2)NC1=O)Nc1ccccc1 (configuration not stated),-3,-7
Cc1cc(Nc2cc(C(F)(F)F)nc3c(Cl)cccc23)on1,nt,-8
CC(=O)c1cccc(NC(=O)C(Cc2ccccc2)N2C(=O)c3ccccc3C2=O)c1 (configuration not stated),9&7,14&-3
# Next entries.
SMILES,mHTT CaM bind,Pf apPOL inh
O=c1cc(C(F)F)oc2ccc(Cl)cc12,-2,2
COc1cc(/C=C/C(=O)Nc2nc3ccc(S(C)(=O)=O)cc3s2)cc(OC)c1OC,6,2
Cc1nonc1OCCCNc1ccc([N+](=O)[O-])cc1[N+](=O)[O-],7,-2
O=C(NCCOc1ccc2c(c1)OCO2)C1CCCC1,-5&0,-5&-7
COC(C(=O)Nc1cccc([N+](=O)[O-])c1)c1ccccc1 (configuration not stated),3,-3
Cc1ccc(-c2ncc(NC(=O)c3cccc(C)c3)cn2)cc1,-5,1
COc1ccc(C(=O)N2CCCC2c2nc(-c3ccccc3)n[nH]2)cn1 (configuration not stated),-2,2

# A draw from above in order of number of heavy atoms, rising:
SMILES,mHTT CaM bind,Pf apPOL inh
COc1ccc(NC(=O)Nc2ccc(F)cc2)cc1,-2,-4
Cn1c(=O)c2cc(C(=O)N3CCN(c4ccccc4F)CC3)sc2n(C)c1=O,-11,-8
O=C(CSc1ccccc1)N1CCc2nc3cc(-c4ccccc4)[nH]n3c(=O)c2C1,-2,1
